# Assay outcomes from PubChem.
# FBW7 activator = activators of human E3 ligase FBW7; 0.13% of 650,000 active; AlphaScreen FBW7–phospho-cyclin E peptide binding, activator screen; normalized activity (activation), % at 26.1 µM; Q969H0; in the data active means normalized activity above about 1.9%;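 further: purified mutant Fbw7 with reduced substrate affinity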
# MITF primary = inhibitors of human MITF; O75030; AlphaScreen MITF homodimerization, bead proximity signal; inhibition, % at 2.6 µM; 0.91% of 650,000 active; in the data active means inhibition above about 50%;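 further: 0% = vehicle wells with protein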
# Target sequence (O75030 whole entry, looked up): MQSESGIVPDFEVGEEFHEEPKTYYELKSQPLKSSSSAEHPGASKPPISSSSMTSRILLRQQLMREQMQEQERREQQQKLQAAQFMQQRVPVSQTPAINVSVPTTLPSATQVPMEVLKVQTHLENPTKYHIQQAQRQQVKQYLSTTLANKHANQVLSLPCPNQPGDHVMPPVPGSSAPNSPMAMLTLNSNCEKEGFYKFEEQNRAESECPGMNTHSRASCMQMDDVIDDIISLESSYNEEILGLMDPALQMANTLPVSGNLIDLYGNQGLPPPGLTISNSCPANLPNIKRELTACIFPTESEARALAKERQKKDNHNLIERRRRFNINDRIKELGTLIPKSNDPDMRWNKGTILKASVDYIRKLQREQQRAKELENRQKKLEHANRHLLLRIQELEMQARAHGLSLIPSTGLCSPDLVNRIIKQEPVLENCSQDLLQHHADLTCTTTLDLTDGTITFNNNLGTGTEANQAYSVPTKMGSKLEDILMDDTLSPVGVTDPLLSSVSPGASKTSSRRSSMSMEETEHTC
# TEAD-YAP inh = TEAD-YAP interaction inhibition; HEK-TIYL cells, TEAD-Gal4/YAP UAS-luciferase luminescence; inhibition, % at 9.12 µM; 1.4% of 640,000 active; in the data active means inhibition above about 32%;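 further: 0% = median of test compound wells and 100% = reference inhibitor wells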
# GPR151 activ = activators of human GPR151; Q8TDV0; PathHunter beta-arrestin GPR151 cells, luminescence; activation, % at 11.2 µM; 1% of 650,000 active; in the data active means activation above about 4.9%;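 further: 0% = median of compound wells and 100% = cells with positive control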
# Target sequence (Q8TDV0 whole entry, looked up): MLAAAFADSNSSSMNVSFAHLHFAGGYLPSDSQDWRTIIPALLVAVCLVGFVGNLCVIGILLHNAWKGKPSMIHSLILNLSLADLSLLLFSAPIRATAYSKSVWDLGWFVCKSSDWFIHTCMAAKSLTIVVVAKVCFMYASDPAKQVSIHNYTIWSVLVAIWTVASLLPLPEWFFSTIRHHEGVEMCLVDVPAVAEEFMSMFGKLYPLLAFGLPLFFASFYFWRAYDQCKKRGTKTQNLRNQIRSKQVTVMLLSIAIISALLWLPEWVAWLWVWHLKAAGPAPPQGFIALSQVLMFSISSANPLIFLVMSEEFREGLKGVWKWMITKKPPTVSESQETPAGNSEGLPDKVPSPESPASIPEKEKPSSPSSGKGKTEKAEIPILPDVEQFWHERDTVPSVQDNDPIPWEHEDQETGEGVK
# * marks the source's active call; other numbers are inactive results; & = joins results of further samples; ! = a repeat was not active.
SMILES	GPR151 activ	FBW7 activator	MITF primary	TEAD-YAP inh
CC(C)(C)C1CCc2c(sc(NC(=O)c3nn4c(C(F)(F)F)cc(-c5ccccc5)nc4c3Cl)c2C#N)C1 (centres undefined)	-0.5	0.3	-5	-1
Cc1nc(N2CCOCC2)c2c(C)c(C(=O)Nc3ccc([N+](=O)[O-])cc3C)sc2n1	-1.2	-0.1	-9	0
COc1cccc(-c2nc3n(n2)C(=O)CC(c2ccccc2)S3)c1 (centres undefined)	-0.5	-0.1	4	7
CCOc1ccccc1Nc1ncnc2c1cnn2-c1ccc(OC)cc1	0.0	0.1	-12	14
COC(=O)Cc1nc2ccccc2nc1/C=C(\O)c1ccccc1	-0.9	0.4	8	-17
CC1=NN(C(=S)Nc2ccccc2)C(c2ccccc2)C1 (centres undefined)	-1.6&-1.4	0.4&0.1	2&17	5&4
COCCCn1c(C)cn2c3c(=O)n(Cc4ccccc4C)c(=O)n(C)c3nc12	0.6	0.1	-21	0
CCCCn1c(SCC(=O)Nc2nc(C)cs2)nnc1-c1cccnc1	-0.9	-0.1	7	-8
COc1ccc(C(=O)Nc2cccc(-c3nc4ccccc4o3)c2)cc1OC	-1.7	0.1	14	-14
N/C(=N\OC(=O)c1cccc2ccccc12)c1nonc1N	-1.5	0.7	11	-4
CCOc1ccc(C2=NN3C(C2)c2cccc(OC)c2OC3c2ccc(OCC)cc2)cc1 (centres undefined)	-1.1	-0.1	-13	-14
O=C(NN1C(=O)c2ccccc2C1=O)c1cccc(Cl)c1	-2.2	-0.3	5	-22
Cc1cc(NCc2nc3ccccc3[nH]2)nc(-c2ccc(C(=O)NC3CC3)cc2)n1	5.1*	0.3	10	-11
CCOC(=O)C(C)(N)Cc1ccc(O)c(O)c1 (centres undefined)	3.2	-0.1	15	3
CCc1cccc(NC(=O)c2nnn(Cc3ccc(SC)cc3)c2N)c1	-0.7	0.2	15	-4
N#C/C(=C\c1ccc2c(c1)OCO2)C(=O)Nc1cc([N+](=O)[O-])ccc1Cl	0.8	0.0	14	9
COc1ccc(-c2cc(C(F)(F)F)n3nc(C(=O)Nc4ccc(Cl)c(Cl)c4)c(Cl)c3n2)cc1	-0.3	-0.1	7	5
COCc1ccc(-c2nccnc2NS(=O)(=O)c2ccccc2C(F)(F)F)cc1	-0.3	-0.3	16	8
CCOC(=O)N1CCC(NS(=O)(=O)c2c(C)[nH]c(=O)[nH]c2=O)CC1	0.7	0.1	0	5
CCCCNc1nc(-c2ccccc2F)nc2ccccc12	-0.5	0.2	5	14
CCSc1nnc(NC(=O)CCCN2C(=S)NC(C)(C)CC2C)s1 (centres undefined)	1.1	-0.1	2	15
CCCn1c2ccc(F)cc2c2nnc(NN)nc21	2.0	0.0	3	-8
Cc1ccc(NC(=O)CN(Cc2ccccc2)S(C)(=O)=O)cc1C	0.4	-0.1	4	6
CCC(C)OC(=O)C1=C(C)NC(=O)NC1c1ccc(F)cc1 (centres undefined)	0.0	0.0	11	3
Cc1nc2ccccc2c(=O)n1CCO	-0.3	-0.2	45	2
O=C(Nc1ccc(N2CCOCC2)cc1)c1cnc(NC2CCN(Cc3ccccc3)CC2)s1	1.7	0.1	8	-8
COC(=O)N1CC(=O)N(OC)C1c1ccc(Cl)cc1Cl (centres undefined)	0.0	0.3	-2	-1
Cc1cc(C)nc(SCc2cc(=O)c(OC(=O)c3c(F)cccc3Cl)co2)n1	0.6	-0.1	11	-11
Cc1cc(C)cc(-n2cnc3cc(C(=O)NC4CCCCC4C)ccc32)c1 (centres undefined)	0.3	-0.1	-11	-2
O=C(NCC(c1ccco1)S(=O)(=O)c1ccc(F)cc1)c1cccc(F)c1 (centres undefined)	-1.6	-0.2	-4	1

# The results go on.
SMILES	GPR151 activ	FBW7 activator	MITF primary	TEAD-YAP inh
Oc1ccccc1-c1nc(-c2cccc(C(F)(F)F)c2)c(-c2ccccc2)[nH]1	0.7	0.2	2	9
O=C(c1cccs1)N1CCN(c2cc(N3CCCC3)c(F)cc2[N+](=O)[O-])CC1	1.0	0.3	9	13
CCOc1ccc(-n2cc(-c3ccccc3)c3c(SC)ncnc32)cc1	2.5	-0.1	-17	8
CC(=O)Nc1ccc(NC(=O)c2cnc(NCCN3CCOCC3)s2)cc1	0.7	-0.3	7	4
O=C(Cn1nc(-c2ccccc2)ccc1=O)NCCCN1CCc2ccccc2C1	1.4	0.2	13	2
CCCCN(C)C(=O)C1CCN(Cc2ccccc2OC)CC1	0.0	0.0	33	3
COc1ccc(-c2cc(C(F)(F)F)n3nc(C(=O)NCc4cccnc4)c(Cl)c3n2)cc1OC	-0.2	1.4	9	-1
COc1cccc(-n2c(-c3ccc(F)cc3)n[nH]c2=S)c1	-0.5	-0.2	-19	-16
CCc1ccc(NC(=O)CSc2nnc(Cc3cccn3C)n2-c2ccc(C)cc2)cc1	-1.3	0.2	2	6
CCOC(=O)Nc1ccc2c(c1)OCCO2	-5.9	0.8	8	-25
COc1ccc(N/C=C/C(=O)c2ccc(C)cc2)c(OC)c1	-0.6	-0.1	9	-53
CCOc1ccc(C(=O)Nc2sc(C)c(C)c2C(N)=O)cc1	-0.5	-0.1	-8	-37
CCN(CC(O)Cn1c2ccccc2c2ccccc21)S(=O)(=O)c1ccc(Cl)cc1 (centres undefined)	0.3	0.0	-5	1
CS(=O)(=O)N(CC(=O)NC1CC2CCC1C2)c1cc(Cl)cc(Cl)c1 (centres undefined)	-1.1	0.3	15	12
Cc1cc(=O)nc2c3ccccc3n(CC(=O)N3CCN(c4ccccc4)CC3)n12	0.2	0.1	0	9
O=c1c2sc(=S)n(CCc3ccccc3)c2nc(SCc2cccc([N+](=O)[O-])c2)n1C1CCCCC1	-1.4	0.0	-1	-7
CN(Cc1ccc(F)cc1)c1ccc(OCC(=O)N2CC[C@@H](O)C2)nn1	-0.6	-0.1	1	0
Cc1ccc2oc(-c3cccc(NC(=O)c4cccc5c(Br)cccc45)c3)nc2c1	-0.4	-0.1	-3	-8
O=C(O)CCc1nc2cccnc2n1-c1ccccc1	0.8	0.1	5	3
CC(C)(C)C(=O)NC(=C(Cl)Cl)P(=O)(O)O	0.8	-0.1	19	7
Cc1ccc(-c2nnc(-c3ccc(NC(=O)c4ccco4)cc3)o2)cc1	-1.3	-0.1	-7	-4
Cn1c(SCC(=O)NC(C)(C)C)nnc1-c1cccs1	0.2	-0.1	4	-12
CCN(CC)C(=C(C(Cl)=C(Cl)Cl)[N+](=O)[O-])N(CC)CC	-0.1	-0.1	-5	-3
COc1ccc(-c2nc(SC(C(C)=O)C(C)=O)c3c(=O)n(C)c(=O)n(C)c3n2)cc1	0.1	0.2	11	-4
Cc1occc1C(=O)N/N=C\c1cccn1-c1ccc([N+](=O)[O-])cc1	-6.2	-0.1	14	-51
CCOc1ccc(CNC(=O)c2ccccc2N)cc1	-1.0	0.1	-4	-8
Clc1ccc(N2CCN(Cc3ccoc3)CC2)cc1	0.0	-0.3	39	-5
CCOC(=O)C(C(C)CC)N(Cc1cccc(C)c1)S(=O)(=O)c1ccc([N+](=O)[O-])cc1 (centres undefined)	-0.9	0.1	14	7
Cc1ccc(S(=O)(=O)NC(C)Cc2cccs2)cc1 (centres undefined)	-0.7	0.1	-8	5
O=C(NCCN1CCOCC1)c1csc(Nc2ccc(-n3ccnc3)cc2)n1	0.6	0.0	-7	-5

# Carrying on:
SMILES	GPR151 activ	FBW7 activator	MITF primary	TEAD-YAP inh
O=C(c1ccc(OCc2ccccc2)cc1)N1CCCC1	-9.0	0.4	14	84*
CNS(=O)(=O)c1ccc(SCCO)c([N+](=O)[O-])c1	0.9	0.0	-2	-4
Clc1ccc(-n2ncc3c(NCCN4CCOCC4)ncnc32)cc1	0.8	0.0	-3	42*
CCOc1ccc(NC(=O)CC2S/C(=N\N=C3/C=C(C)CC(C)(C)C3)NC2=O)cc1 (centres undefined)	2.3	0.0	15	7
CCOC(=O)C1=C(C)NC2=C(C(=O)CC(c3ccc(OC)cc3)C2)C1c1cccc(O)c1 (centres undefined)	-0.2	0.0	7	0
Cc1ccc(S(=O)(=O)Nc2ccc([N+](=O)[O-])cc2/C=N/c2nc3ccccc3n2C)cc1	1.2	-0.3	-8	2
COC(=O)[C@@H]1C[C@H](NC(=O)Cc2ccc(F)cc2)CN1Cc1ccc(C)s1	-1.2	0.0	19	-2
COc1ccc(-c2csc(Nc3ccc([N+](=O)[O-])cc3)n2)cc1	0.0	0.2	-8	-3
CSc1ncnc2c1sc1nc3c(cc12)COC(C)(C)C3	-0.8	0.3	4	-10
Cc1ccc(-c2nc(NC3CCCCC3)c3ccccc3n2)cc1	-1.4	-0.1	0	-9
Cc1cc2c(NC(=O)[C@@H]3CC[C@H](N)C3)cccc2nn1	-2.0	0.7	33	7
Cc1ccc(/C=N/Nc2nnnn2-c2cccc3ccccc23)cc1	1.7	0.2	-5	-2
COc1ccc(/C=C/C(=O)N2CCCCCC2)cc1Br	-0.4	-0.1	0	-23
COCCNc1ncc(-c2ccc(OC(F)(F)F)cc2)cn1	-1.2	0.2	1	-39
CC(=O)c1cccc(NC(=S)NC(=O)/C=C/c2ccccc2)c1	0.6	-0.1	-11	-5
Cc1nc(C)c(C(=O)N2CCCC(CCC(=O)NCc3ccc(F)c(F)c3)C2)s1 (centres undefined)	0.2	-0.1	-5	5
N[C@@H](Cc1ccc(O)c(O)c1)C(=O)O	-1.8&0.2&1.3&0.2	-0.4&-0.1&-0.1&-0.3	79*!	2&0&-2
Cc1cccc(C)c1OCC(O)CN1CCN(c2ccccc2F)CC1 (centres undefined)	2.6	-0.2	-8	-10
COc1ccc(CCNC(=O)CN(c2cc(Cl)ccc2C)S(C)(=O)=O)cc1	-1.1	-0.2	-2	5
CCS(=O)(=O)Nc1ccc(Nc2ccccc2)cc1	0.5	0.0	1	0
Cc1ccccc1NC(=O)C(=O)NCC(C)O (centres undefined)	0.7	0.0	12	-2
O=C(CC1C(=O)NCCN1Cc1cccc2ccccc12)NCc1ccc2ncccc2c1 (centres undefined)	-1.5	0.3	-7	0
Cc1ccc(-c2cc3ccccc3[nH]2)c(C)c1	0.4	-0.1	-4	-60
NC(=O)c1nc(C2=Cc3ccccc3OC2)nc2c1[nH]c(=O)n2CCc1ccccc1	0.5	-0.1	4	-6
Cc1ccc(S(=O)(=O)N(CC(N)=O)Cc2cccc(C)c2)cc1	5.2*	0.3	6	5
COc1ccc(C2OC2C(=O)c2ccccc2)cc1 (centres undefined)	-0.7	-0.1	-11	-23
CC1CCN(Cc2nnnn2CC(=O)N2CCN(Cc3cccc(F)c3)CC2)CC1	1.8	0.1	7	-22
CCCCCNC(=O)C(=O)Nc1ccc([N+](=O)[O-])cc1	1.3	0.0	-7	-5
CCCN(CCC)CCNC(=O)CCS(=O)(=O)c1cccc2nonc12	-0.8	-0.1	-3	1
CC(C)[C@H](Cn1nc(C2CC2)ccc1=O)NC(=O)c1nccc2ccccc12	-0.8	0.1	-1	1

# (further entries)
SMILES	GPR151 activ	FBW7 activator	MITF primary	TEAD-YAP inh
CC(=O)C1=C(C)OC(N)=C(C#N)C1c1cccnc1 (centres undefined)	-0.6	0.0	3	2
COC(=O)c1c(C)oc2cc(Br)c(OCC(=O)OC(C)(C)C)cc12	0.4	0.1	-2	2
CCCCC(=O)Nc1ccc(C(=O)NNC(=O)c2ccccc2Cl)cc1	0.6	0.0	1	-6
CCOC(=O)c1c(C)[nH]c(C(=O)COC(=O)c2ccc(C)s2)c1C	1.9	0.1	6	-12
O=C(O)c1cc([N+](=O)[O-])ccc1NC1CCCCC1	-0.4	-0.1	-11	8
CCC(C)Oc1ccc(/C=C2\NC(=O)N(Cc3ccc(Cl)cc3)C2=O)cc1Cl (centres undefined)	-0.8	-0.1	-1	1
COc1ccc(CC(=O)NCc2nnc(SCC(=O)Nc3nccs3)n2-c2cccc(C)c2)cc1	-0.1	-0.2	-15	20
CCN=c1scc(C)n1/N=C/c1ccc2c(c1)OCCO2	-1.9	-0.3	12	-28
Cc1ccccc1N(CC(=O)N1CCN(c2ccc(F)cc2)CC1)S(C)(=O)=O	0.3	0.2	-2	15
Cc1ccc(CN2CCc3nnc(CCNC(=O)Cc4ccc(F)cc4)n3CC2)o1	1.8	0.3	19	1
CCOC(=O)c1cc2c(=O)n3ccccc3nc2n(C)c1=NC(=O)c1ccccc1Br	-1.1	0.1	5	-3
COc1cc(C2C(C#N)=C(N)OC3=C2C(=O)CC(C)(C)C3)cc(OC)c1OC (centres undefined)	0.4	-0.1	-10	1
CCCC(=O)Nc1sc2c(c1C(N)=O)CCN(C(C)=O)C2	0.7	0.2	15	12

# Single records, from the list above:
# CCOc1ccc(C(=O)Nc2sc(C)c(C)c2C(N)=O)cc1 as listed: GPR151 activ: -0.5; FBW7 activator: -0.1; MITF primary: -8; TEAD-YAP inh: -37
# CC(C)(C)C(=O)NC(=C(Cl)Cl)P(=O)(O)O as listed: GPR151 activ: 0.8; FBW7 activator: -0.1; MITF primary: 19; TEAD-YAP inh: 7
# Cc1ccc(S(=O)(=O)Nc2ccc([N+](=O)[O-])cc2/C=N/c2nc3ccccc3n2C)cc1 as listed: GPR151 activ: 1.2; FBW7 activator: -0.3; MITF primary: -8; TEAD-YAP inh: 2
